# GSK3B inh – inhibitors of human GSK3beta kinase | actives 0.038% (n = 300,000) | activity score (negative = inhibition), % at 10 µM | GST-GSK3beta kinase, ADP-Glo luminescence, 60 min; active compounds read low | AID 2097;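 active means more than half of replicate wells score below -50%, meaning over 50% inhibition versus plate controls; inconclusive means some replicates but at most half score below -50%; inactive means no replicate scores below -50%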;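 further: 0% = median DMSO wells and -100% = median GW8510 positive control wells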
# Target sequence (P49841 whole entry, looked up): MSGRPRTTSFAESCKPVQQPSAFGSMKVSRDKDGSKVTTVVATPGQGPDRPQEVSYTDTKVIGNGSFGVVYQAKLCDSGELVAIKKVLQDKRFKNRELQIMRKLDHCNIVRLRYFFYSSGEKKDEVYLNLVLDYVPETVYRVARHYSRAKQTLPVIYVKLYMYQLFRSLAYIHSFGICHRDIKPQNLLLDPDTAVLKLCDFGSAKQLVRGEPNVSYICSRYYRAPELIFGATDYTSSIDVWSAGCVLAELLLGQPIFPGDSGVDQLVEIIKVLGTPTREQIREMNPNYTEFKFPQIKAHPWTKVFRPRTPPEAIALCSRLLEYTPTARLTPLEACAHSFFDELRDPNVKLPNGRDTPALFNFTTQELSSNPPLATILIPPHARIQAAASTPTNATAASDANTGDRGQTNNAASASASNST
#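 Assay system: GST-fused GSK3beta enzyme, cell-free / Medium: Tris pH 7.5 buffer with MgCl2, DTT, BSA, heparin / Also added: peptide substrate plus 25 µM ATP (final) / Compound: 10 µM single point / Timing: kinase reaction with compound 60 min at room temperature / Detection: ADP-Glo luminescence / Benchmarks: DMSO neutral wells and GW8510 at 20 µM as positive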
# Platelet DG rel – modulates dense granule release in human platelets. actives 0.22% (n = 300,000). human platelet-rich plasma, SFLLRN dense granule ATP release, luminescence. inhibition, %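 (compounds screened at 7.5 µM in platelet-rich plasma)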. AID 1663;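 active means mean replicate score, as percent of positive control, at or above 50; inconclusive means mean below 50 but at least one replicate at or above 50; inactive means mean and every replicate below 50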
# aSyn 5UTR inh – MLPCN primary screen, SNCA 5' untranslated region. alpha-synuclein 5'UTR reporter, inhibitor activity. inhibition, % (tested at 7.5 µM). actives 0.82% (n = 300,000). AID 1813; in the data active means inhibition above about 60%; inconclusive means no clear call, values can overlap the other calls;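 further: H4 neuroglioblastoma cells stably carrying SNCA 5'UTR luciferase fusion; 0% = DMSO wells and 100% = positive control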
# Dyrk1A ADPGlo – Dyrk1A (rat) kinase inhibition. Q63470. ADP-Glo luminescence, NFATc1 peptide. inhibition, % at 12.5 µM. actives 0.43% (n = 310,000). AID 504441; in the data active means inhibition above about 50%;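 further: plate controls were vehicle with enzyme for no effect and no enzyme for full effect; many of its hits are not listed in these tables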
# KLF5 inhibitor – kruppel-like factor 5 inhibition | DLD-1 KLF5 promoter-luciferase reporter, luminescence | inhibition, % at 5 µM | actives 0.23% (n = 290,000) | AID 1700;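 active means inhibition above a per-plate limit of that plate's mean compound inhibition plus 3 SD, cut at about 60% in these data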;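 further: 0% = DMSO wells and 100% = LY294002 at 200 µM; higher means less KLF5 promoter-driven luciferase light; inactives centre near -14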
# IEC-6 cytotox – kills IEC-6 intestinal cells in KLF5 counter-screen | IEC-6 cytotoxicity, luminescence viability | inhibition, % at 5 µM | actives 0.78% (n = 290,000) | AID 1825; in the data active means inhibition above about 22%;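 further: 0% = plate median of test compound wells and 100% = cytotoxic reference compound wells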
# HSF1 inh – HSF1 inhibition; NIH3T3-HGL HSE-luciferase, MG132-induced, luminescence 8 h; active compounds read low; activity change, negative = inhibition, % at 7.5 µM (by protocol); actives 0.77% (n = 300,000);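 active means more than half of replicate wells show activity change below -50%, luminescence cut by over half; inconclusive means some wells, but at most half, below -50%; inactive means no replicate well below -50%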;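 further: luciferase reports HSF-1 transcriptional activity via heat shock element; 0% = median of DMSO wells and -100% = zero luminescence signal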
# HSF1 activator – increases HSF-1 driven luciferase reporter signal. AID 504408. actives 1.7% (n = 300,000). NIH3T3-HGL HSF-1 luciferase reporter, MG132, 8 h; 100% = twice DMSO control signal. activation, % at 9 µM;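 active means mean replicate activation of at least 50% with a set share of replicates each reaching 50%; inconclusive means only one of those two conditions met; inactive means mean below 50% and too few replicates reaching it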;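 further: 0% = median of the neutral control wells and 100% = twice that signal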
# HSP90 inh – blocks HSP90-mediated luciferase refolding in reticulocyte lysate; Rabbit reticulocyte lysate, luciferase refolding luminescence, 3 h; inhibition, % at 5.6 µM; actives 0.91% (n = 290,000);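 active means inhibition above the screen-wide mean plus 3 SD, computed separately per campaign, cut at about 16% in these data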;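 further: 0% = DMSO wells and 100% = 60 µM geldanamycin wells; inhibitors lower the luminescence because luciferase stays unfolded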
# GSK3 alpha inh – inhibitors of human GSK-3 alpha kinase | ADP-Glo luminescence, 60 min | inhibition, % at 10 µM | actives 0.1% (n = 320,000) | AID 2650;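 in the data active means inhibition above about 50%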;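 further: GST-tagged GSK-3 alpha with peptide substrate and 25 µM ATP; 0% = DMSO neutral wells and 100% = GW8510 positive control wells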
# Target sequence (P49840 whole entry, looked up): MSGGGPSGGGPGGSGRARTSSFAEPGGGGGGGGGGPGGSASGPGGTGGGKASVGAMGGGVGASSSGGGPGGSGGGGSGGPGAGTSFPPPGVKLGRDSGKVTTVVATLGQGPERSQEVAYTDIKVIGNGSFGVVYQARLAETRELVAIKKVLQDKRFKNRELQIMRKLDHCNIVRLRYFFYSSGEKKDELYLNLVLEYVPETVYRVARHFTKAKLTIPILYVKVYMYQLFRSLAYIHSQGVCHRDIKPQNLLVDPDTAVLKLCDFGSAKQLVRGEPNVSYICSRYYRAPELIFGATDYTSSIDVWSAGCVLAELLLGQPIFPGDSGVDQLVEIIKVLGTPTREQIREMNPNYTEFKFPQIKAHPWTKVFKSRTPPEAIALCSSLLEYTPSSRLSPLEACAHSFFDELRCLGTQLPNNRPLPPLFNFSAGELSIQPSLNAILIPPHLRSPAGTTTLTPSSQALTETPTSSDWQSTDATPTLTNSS
# The depositor's hits bear a star; u = inconclusive; x = not tested or not shown; & = joins results of further samples. Some of the compounds tested, so the mix of outcomes need not match the whole.
no.	Molecule	aSyn 5UTR inh	Dyrk1A ADPGlo	HSP90 inh	HSF1 inh	Platelet DG rel	GSK3 alpha inh	HSF1 activator	KLF5 inhibitor	IEC-6 cytotox	GSK3B inh
1	COc1ccc(Oc2nc(SC)nc3ccsc23)cc1	7	2	-2	-8	-1	-3	4	4	5	-4
2	COc1cc(C(=O)NC(C)c2cccc3ccccc23)cc(OC)c1OC (stereo not drawn)	12	11	5	3	-2	1	6	-25	0	-3
3	CCN(CC)CCNC(=O)c1cc(-c2cccnc2)nc2ccc(S(=O)(=O)N3CCC(C)CC3)cc12	-17	x	-4	-5	5	1	7	-8	0	0
4	Cc1ccc(NC(=O)C(C)c2ccc([N+](=O)[O-])cc2)cc1Cl (stereo not drawn)	12	-3	-4	-11	10	-2	-17	6	-7	0
5	CC(=O)Nc1cc2nc(C)n(Cc3ccc([N+](=O)[O-])cc3)c2nc1C	-2	4	-4	-1	-14	-1	1	-8	-7	0
6	CCCCNS(=O)(=O)c1ccc2nc(-c3cccnc3)cc(C(=O)NC3CC3)c2c1	7	-11	1	1	-12	2	-3	16	5	1
7	COc1ccc(C(=O)N2CCc3ccccc32)cc1	-89	-4	2	5	-1	-4	17	-80	0	0
8	O=S(=O)(NCCc1ccccc1)c1ccccc1	-12	-9	3	-4	-3	-1	23	-22	5	1
9	CC1(C)CC(c2nc(-c3ccccc3)cs2)CCS1 (stereo not drawn)	-9	1	-8	6	-8	-3	-1	-16	1	-3
10	Cc1cc(-c2ccccc2)nc(N/N=C/c2ccccc2F)n1	-160	-8	8	12	-1	-1	24	-80	9	-4
11	Cc1ccc(N2NC3(CCN(C(N)=O)CC3)NC2=O)cc1	18	x	0	-1	10	-1	1	-36	3	4
12	Cc1ccc(-n2c(=O)c3sccc3n(CC(=O)NCc3ccco3)c2=O)cc1F	4	-4	4	1	5	-1	3	-13	-1	2
13	O=C1CC(c2ccco2)=Nc2ccccc2N1	21	5	3	4	-8	1	17	-15	-2	2
14	O=C(CCc1ccccc1)Nc1nn[nH]n1	22	-5	1	-14	4	-1	-5	-12	3	6
15	S=C(NCCCCNC(=S)NCc1ccccc1)NCc1ccccc1	1	0	-6	4	-8	-3	9	-2	-1	-1
16	C/C(N)=C(/C#N)C(=O)COC(=O)c1cccc(C)c1O	-21	-2	3	11	-6	0	13	8	10	1
17	Cc1nn(CC(=O)Nc2ccccn2)c(C)c1[N+](=O)[O-]	-15	1	-4	-6	3	8	-4	-16	1	-4
18	COc1cc(N2C(=O)c3ccccc3C2=O)c(Cl)cc1C(=O)OCC(=O)N(C)C	20	-4	-2	-36	4	1	-45	-35	-1	1
19	O=C(COc1ccc(Cl)cc1)Nc1ccc(Cc2ccncc2)cc1	17	-2	0	-3	u	-4	-14	5	10	0
20	Oc1c(Br)cc(C2N=C(c3ccccc3Cl)NO2)cc1Br (stereo not drawn)	1	14	4	-4	-2	8	9	-23	3	-1
21	O=C(O)CCN1C(=O)CC(N2C(=O)/C(=C/c3ccc(Cl)cc3)SC2=S)C1=O (stereo not drawn)	12	8	2	-4	-1	-2	27	-13	0	1
22	Cc1nn(Cc2noc(C(=O)NCc3ccc(F)cc3)n2)c(C)c1Br	18	-15	-2	2	-1	-2	2	-19	-4	-1
23	COC(=O)c1ccc(NC(=S)NCCc2ccc(OC)cc2)cc1	x	1	0	x	-9	-2	x	-1	3	4
24	CCN(CC)CCNC(=O)c1ccc(Cl)c(S(=O)(=O)Nc2ccc(Cl)cc2)c1	11	3&8	3	5	x	0	1	-10	1	1
25	COCCCNC(=O)c1ccc2c(=O)n(CC3CCCO3)c(=S)[nH]c2c1 (stereo not drawn)	-6	2	2	-2	-4	-2	3	3	-4	1
26	CCc1nnc(NC(=O)CS(=O)(=O)c2ccccc2)s1	-1	0	7	-7	-4	-2	5	-19	1	3
27	Cc1onc(-c2ccccc2)c1C(=O)N1CCN(CCc2ccccc2)CC1	-12	1	1	-2	6	0	7	-12	3	0
28	CC(c1ccccc1)C1CC(=O)N(C2CCCCC2)C1=O (stereo not drawn)	-11	5	4	2	-2	-1	8	-34	-5	1
29	COc1cccc(C(C(=O)NC2CCCCC2)N(CC2CCCO2)C(=O)CNC(=O)c2ccco2)c1 (stereo not drawn)	-11	-1	-3	-1	1	-2	7	2	-2	8
30	COc1ccc(C2=CC(c3cccc(OC)c3)n3nnnc3N2)cc1 (stereo not drawn)	0	-3	-2	0	-5	-4	3	-43	0	0
31	Cc1cccc(C)c1NC(=O)CNC(=O)C(NC(=O)c1ccc(C(C)(C)C)cc1)C(C)C (stereo not drawn)	-2	-7	3	1	-1	0	-3	-45	-1	0
32	COC(=O)c1ccc2c(c1)C(C)(C)C(/C=C/c1ccc(O)cc1)=[N+]2C	119*	6	3	80	15	6	85*	-12	4	-1
33	COc1ccc(CCNS(=O)(=O)c2ccccc2)cc1OC	22	-12	2	-7	x	0	-24	-35	-4	2
34	CC1Sc2ccc(S(=O)(=O)NCc3ccccc3)cc2NC1=O (stereo not drawn)	-1	-3	1	4	-2	-4	6	-4	6	2
35	COc1cc(NC(=S)NC(=O)CCc2ccccc2)cc(OC)c1	-15	x	1	4	12	-1	2	-11	1	-2
36	COc1ccc(C)cc1NC(=O)COCC(=O)O	8	0	1	1	-1	-4	-4	-1	2	6
37	Cc1ccc(S(=O)(=O)NC(CC(C)C)C(=O)NCc2ccco2)cc1 (stereo not drawn)	5	-5	0	3	-3	1	26	-32	-6	-3
38	CCCCn1c(CNC(=O)C(C)(C)C)nc2ccccc21	3	-4	-1	-6	1	-4	-20	-12	-3	-1
39	CC(CC(=O)Nc1ccc(S(=O)(=O)N2CCOCC2)cc1)c1ccccc1 (stereo not drawn)	-4	0	-9	-4	4	-3	5	-24	3	1
40	O=C(CN(C(=O)CCC(=O)Nc1ccccn1)c1ccc2c(c1)OCO2)NCc1ccc(F)cc1	3	-2	-3	-4	-2	-2	32	-13	-4	-2
41	C=CCn1c(SCc2cc(=O)n3ccsc3n2)nc2ccccc2c1=O	28	2	2	0	0	0	9	-2	-6	5
42	C(=N\Nc1nccc(-c2cccnc2)n1)/c1ccccc1	-108	x	2	18	31	38	36	-111	8	-38
43	CCCCCc1ccc(-c2cn(Cc3ccc(C)cc3)nn2)cc1	-99	-34	2	10	-1	-1	10	-84	3	1
44	CCN(CC(=O)NCc1cccs1)C(=O)c1ccc(NS(=O)(=O)c2cccc([N+](=O)[O-])c2)cc1	4	1	x	6	-4	-3	-2	x	x	3
45	CCOC(=O)C1=C(N)OC2=C(C(=O)CC(C)C2)C1c1cccnc1 (stereo not drawn)	-10	-8	2	-6	35	0	6	-17	4	0
46	O=C(Oc1ccc(F)cc1)c1ccc2c(=O)n3c(nc2c1)CCC3	3	13	x	4	8	1	6	x	x	0
47	O=C(OCc1ccccc1F)c1cnc(Cl)c(Cl)c1	4	2	-1	-4	5	-3	6	-7	-3	-2
48	Cc1ccccc1C(=O)c1c[nH]c(C(=O)N=CN(C)C)c1	-14	-2	2	-4	-5	3	0	3	1	-5
49	Cc1nc(Cl)c(C(=O)NC(=O)Nc2cccc(C(F)(F)F)c2)c(C)c1[N+](=O)[O-]	-6	-5	-2	-1	2	-3	-6	-36	0	1
50	Cc1nnc(NC(=O)CSc2nnc(CNC(=O)c3ccccc3)o2)s1	2	0	-1	-3	20	-2	-1	-16	-8	1
51	CC1CN(CCCOc2ccccc2[N+](=O)[O-])CC(C)O1 (stereo not drawn)	-18	-6	2	-6	-4	-1	7	-18	1	30
52	COc1cc(C(=O)Nc2nc(-c3cccs3)cs2)cc(OC)c1OC	13	18	0	0	12	-4	-9	-26	3	-6
53	O=C(O)c1ccc(C2SCC(=O)N2Cc2ccccc2)cc1 (stereo not drawn)	10	7	6	x	-5	-3	x	1	0	2
54	CCOC(=O)c1c(NS(=O)(=O)Cc2ccccc2)sc2c1CCCC2	3	0	-5	-7	0	-2	10	-3	1	1
55	CCOC(=O)C1CCCN(C(=O)CCCn2nc(C)n3c(cc4sccc43)c2=O)C1 (stereo not drawn)	24	-2	1	-3	u	0	-5	-13	1	-3
56	O=C(CN1C(=O)/C(=C\c2ccc(F)cc2)Oc2ccccc21)NCc1ccco1	2	-1	2	2	-12	x	-19	5	2	1

# The listing continues.
no.	Molecule	aSyn 5UTR inh	Dyrk1A ADPGlo	HSP90 inh	HSF1 inh	Platelet DG rel	GSK3 alpha inh	HSF1 activator	KLF5 inhibitor	IEC-6 cytotox	GSK3B inh
57	COc1ccccc1CNC(=O)c1cc(-c2ccccc2)nn1Cc1cc(C)no1	13	-14	x	15	-3	-4	14	x	x	2
58	CSc1ncc(C(=O)O)n1-c1ccc(F)cc1	13	6	-4	-13	-3	-2	-19	-21	-7	-23
59	O=C(Nc1ccccc1N1CCN(c2ccc(F)cc2)CC1)C1CCCCC1	29	4	1	4	-1	x	-12	-31	-9	0
60	C=CCOc1ccc2ccccc2c1CNn1c(C)n[nH]c1=S	30	4	-2	5	1	3	23	-30	-8	1
61	CC(O)CNCCCCOc1ccc(OCc2ccccc2)cc1 (stereo not drawn)	-93	-1	-1	17	-28	-1	4	-40	2	-4
62	Cc1nc(C(=O)NC2CCCCC2)sc1C1(C)CC(c2cccnc2)=NO1 (stereo not drawn)	17	x	x	-5	7	-3	2	x	x	5
63	O=C(COc1ccc2ccccc2c1)Nc1ccncc1	-9	0	0	9	-3	-5	22	6	2	-1
64	COc1ccc(Nc2nc(-c3ccccc3)c(C(=O)Nc3cccnc3)s2)cc1	-24	-1	3	9	-12	2	5	-7	4	3
65	CCN(CC)S(=O)(=O)c1ccc(C)c(NC(=O)CN2CCN(Cc3ccccc3)CC2)c1	-4	-5	29*	-2	-2	-1	-5	-10	13	0
66	COc1ccc(OC)c(S(=O)(=O)N(C)CC(=O)O)c1	17	1	2	-2	3	-3	-3	-9	-7	-19
67	C/C=C/Cn1c(Br)nc2c1c(=O)n(C)c(=O)n2C	46	3	0	2	-1	-3	26	25	-2	-2
68	COc1ccc2c(c1)cc(C(=O)N[C@@H](Cc1ccccc1)C(=O)O)n2C	16	3	-1	-4	-3	-4	12	-32	-1	3
69	O=C(N/C(=C/C=C/c1ccccc1)C(=O)N1CCCCC1)c1ccc([N+](=O)[O-])cc1	17	-4	0	-3	-7	0	2	-28	3	3
70	CN(C)c1nc(OCCOC(=O)Nc2ccc(Cl)cc2Cl)nc(N(C)C)n1	27	-1	-2	-4	-9	1	10	1	4	2
71	CCCc1[nH]nc2c1C(c1ccc(OC(=O)N3CCOCC3)c(OC)c1)C(C#N)=C(N)O2 (stereo not drawn)	7	-3	1	4	8	2	19	-14	-2	-1
72	FC(F)(F)c1ccc2c(c1)n(Cc1ccccc1)c1[n+]2CCCCC1	15	1	4	-10	8	0	-6	-9	-3	9

# Screening data deposited in PubChem by several laboratories.
